Cav32 inh = inhibitors of human Cav3.2 T-type calcium channel | 4% of 100,000 active | B-score at 10 µM | Cav3.2-expressing cells, Fluo-4 calcium fluorescence FDSS; hits give low values | O95180;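 active = single-dose well whose peak fluorescence ratio is a statistical outlier from its plate by either plate-standardised score or position-corrected B-score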
Target sequence (O95180 whole entry, looked up): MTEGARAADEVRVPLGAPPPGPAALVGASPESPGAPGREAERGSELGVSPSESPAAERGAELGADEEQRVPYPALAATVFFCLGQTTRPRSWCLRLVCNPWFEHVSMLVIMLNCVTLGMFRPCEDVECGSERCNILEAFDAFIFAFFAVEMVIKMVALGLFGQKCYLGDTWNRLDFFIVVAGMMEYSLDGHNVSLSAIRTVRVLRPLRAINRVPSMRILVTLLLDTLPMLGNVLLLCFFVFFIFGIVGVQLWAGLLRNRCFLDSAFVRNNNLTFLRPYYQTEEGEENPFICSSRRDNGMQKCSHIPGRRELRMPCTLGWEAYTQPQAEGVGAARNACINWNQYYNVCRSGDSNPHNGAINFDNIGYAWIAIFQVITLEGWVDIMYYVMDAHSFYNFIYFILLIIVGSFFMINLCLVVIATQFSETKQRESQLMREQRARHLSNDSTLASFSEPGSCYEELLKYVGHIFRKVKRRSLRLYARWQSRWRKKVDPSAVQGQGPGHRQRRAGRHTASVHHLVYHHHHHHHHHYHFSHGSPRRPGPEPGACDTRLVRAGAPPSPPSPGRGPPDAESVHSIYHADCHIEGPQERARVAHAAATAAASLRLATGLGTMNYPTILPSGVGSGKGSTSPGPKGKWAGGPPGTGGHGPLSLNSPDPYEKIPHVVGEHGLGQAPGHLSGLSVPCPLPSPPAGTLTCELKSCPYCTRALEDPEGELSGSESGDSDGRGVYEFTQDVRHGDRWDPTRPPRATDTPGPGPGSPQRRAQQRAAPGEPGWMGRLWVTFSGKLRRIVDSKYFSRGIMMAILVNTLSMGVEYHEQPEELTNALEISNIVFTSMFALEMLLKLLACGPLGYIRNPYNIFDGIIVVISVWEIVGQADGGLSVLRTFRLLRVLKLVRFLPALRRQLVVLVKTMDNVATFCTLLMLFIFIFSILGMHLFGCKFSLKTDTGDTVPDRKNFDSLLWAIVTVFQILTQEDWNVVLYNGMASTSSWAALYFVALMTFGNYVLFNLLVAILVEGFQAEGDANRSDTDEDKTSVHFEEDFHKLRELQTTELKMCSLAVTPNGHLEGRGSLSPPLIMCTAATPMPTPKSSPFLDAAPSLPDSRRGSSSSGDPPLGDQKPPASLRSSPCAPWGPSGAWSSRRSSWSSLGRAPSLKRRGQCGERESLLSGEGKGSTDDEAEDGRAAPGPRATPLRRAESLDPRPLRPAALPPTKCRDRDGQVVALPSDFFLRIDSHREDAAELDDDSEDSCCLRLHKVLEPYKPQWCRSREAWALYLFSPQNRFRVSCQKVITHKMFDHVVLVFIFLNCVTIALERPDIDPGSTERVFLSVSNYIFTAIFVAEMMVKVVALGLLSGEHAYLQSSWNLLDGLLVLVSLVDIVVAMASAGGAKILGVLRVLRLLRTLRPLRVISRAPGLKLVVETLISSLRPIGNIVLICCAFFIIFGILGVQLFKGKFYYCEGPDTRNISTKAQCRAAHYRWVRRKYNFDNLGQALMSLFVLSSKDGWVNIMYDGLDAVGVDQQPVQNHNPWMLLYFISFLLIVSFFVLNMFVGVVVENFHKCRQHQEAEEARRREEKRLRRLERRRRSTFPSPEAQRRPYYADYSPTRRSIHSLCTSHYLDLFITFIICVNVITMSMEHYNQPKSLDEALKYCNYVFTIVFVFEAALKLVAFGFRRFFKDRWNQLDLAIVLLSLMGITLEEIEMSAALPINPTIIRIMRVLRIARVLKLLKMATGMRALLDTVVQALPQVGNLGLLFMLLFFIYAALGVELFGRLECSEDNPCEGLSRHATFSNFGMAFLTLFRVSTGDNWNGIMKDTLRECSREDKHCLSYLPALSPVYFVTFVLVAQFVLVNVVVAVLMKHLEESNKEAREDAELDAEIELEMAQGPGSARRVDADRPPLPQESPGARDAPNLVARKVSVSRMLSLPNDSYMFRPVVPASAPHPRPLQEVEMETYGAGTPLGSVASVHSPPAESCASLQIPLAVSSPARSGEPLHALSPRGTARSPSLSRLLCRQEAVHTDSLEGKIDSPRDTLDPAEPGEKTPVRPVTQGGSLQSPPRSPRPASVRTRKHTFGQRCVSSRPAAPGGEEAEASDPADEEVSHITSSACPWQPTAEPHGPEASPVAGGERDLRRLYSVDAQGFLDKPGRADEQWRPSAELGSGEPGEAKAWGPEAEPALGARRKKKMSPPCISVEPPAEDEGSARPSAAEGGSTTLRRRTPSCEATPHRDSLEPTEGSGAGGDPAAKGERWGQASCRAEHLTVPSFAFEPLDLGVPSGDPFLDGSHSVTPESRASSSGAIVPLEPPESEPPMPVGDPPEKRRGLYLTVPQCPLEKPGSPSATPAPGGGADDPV
Active calls of the source: *. Some of the compounds tested; count on the stated rates, not on these rows.

Molecule	Cav32 inh
Cc1ccc(C)c(NC(=O)CSc2nc(C)cc(C)c2C#N)c1	0.81
O=[N+]([O-])c1cccc(Cl)c1NCCNS(=O)(=O)c1ccccc1	-1.7
Cc1nc(NC(=O)c2ccco2)sc1C(=O)Nc1ccc(Br)cc1	-0.85
COc1ccccc1C(=O)N/C(=C\c1ccc(Br)cc1)C(=O)NCCO	0.46
O=S(=O)(NCCNS(=O)(=O)c1ccccc1)c1ccccc1	0.16
Cc1ccc(NC(=O)N2CCC(C(=O)NCC(C)C)CC2)cc1	0.68
CC1=CCC(C(C)(C)NC(=O)c2ccccc2)C/C1=N\O (configuration not stated)	-0.048
CCN(CC)c1ccc(NC(=O)c2cnn(CC)c2)cc1	0.33
CCN(CC)CCNC(=O)CCCCn1c(=S)[nH]c2c([nH]c3ccc(OC)cc32)c1=O	0.18
CCS(=O)(=O)N1CCC(C(=O)NCc2cccs2)CC1	0.66

(list continues)
Molecule	Cav32 inh
Cc1ccc(Cn2ccc(NC(=O)c3cc(-c4ccc5c(c4)OCO5)on3)n2)cc1	0.015
N#C/C(=C/c1ccc(Sc2nc3ccccc3[nH]2)o1)c1cccc(Br)c1	-2.1
Cc1c(NS(=O)(=O)N2CCCC2)c(=O)n(-c2ccccc2)n1C	-0.26
CC1=C(C(=O)OCC(C)C)C(c2ccc(F)cc2)NC(=O)N1 (configuration not stated)	0.56
COC(=O)c1cccc(S(=O)(=O)N2CCC(c3nc4ccccc4o3)CC2)c1	0.4
C=C(C)CSc1nnc(-c2ccc(OC)cc2)n1N	0.2
S=C1NCCc2ccccc2C1c1ccccc1 (configuration not stated)	-0.58
Cc1cc(OCC(=O)N2CCOCC2)cc2oc(=O)c3ccccc3c12	-0.12
CC(C)c1nnc(-c2ccc(Cl)cc2)c(N(C)C)n1	-0.079
O=C(O)CCS(=O)(=O)Cc1ccccc1Cl	1.4

The final three records of the section before are carried over, then new ones follow.
Molecule	Cav32 inh
Cc1cc(OCC(=O)N2CCOCC2)cc2oc(=O)c3ccccc3c12	-0.12
CC(C)c1nnc(-c2ccc(Cl)cc2)c(N(C)C)n1	-0.079
O=C(O)CCS(=O)(=O)Cc1ccccc1Cl	1.4
CCCCCc1cc(=O)oc2c(C(CCN(CC)CC)c3cc(OC)c(OC)c(OC)c3)c(OC)cc(OC)c12 (configuration not stated)	-0.52
CCOC(=O)C(C)Sc1nc(-c2ccccc2)nc2ccc(F)cc12 (configuration not stated)	-2.1
CCOC(=O)N1CCN(C(=O)c2ccc(CS(=O)(=O)c3ccc(OC)cc3)o2)CC1	0.1
O=C(C1CSC2(c3ccc(F)cc3)CCC(=O)N12)N1CCCCCC1 (configuration not stated)	0.11
COCCNC(=O)C1CCN(S(=O)(=O)c2ccccc2)CC1	0.015
C[C@@H]1CCC[C@]2(O[C@@H](CCO)C[C@H](O)[C@H]2O)O1	-1.5
O=C(CN1C2CCCC1CC(NC(=O)c1ccco1)C2)Nc1ccccc1 (configuration not stated)	2
CCN(C(=O)CSc1ncn[nH]1)c1cccc2ccccc12	-0.056
N#CC1=C(SCc2ccccc2)NC(=O)C(C#N)C12CCCC2 (configuration not stated)	-0.035
CN1CCN(C2CC(=O)N(Cc3ccc(N4CCCC4=O)cc3)C2=O)CC1 (configuration not stated)	0.91

Remaining list, next part.
Molecule	Cav32 inh
CN(C)c1nc(SCc2ccccc2Cl)nc2c1CCCC2	0.47
Cc1ccc(O)c(C2=Nc3ccccc3N=C(c3ccco3)C2)c1	0.58
Cc1nc2ccccc2n2c(-c3ccccc3)c3c(=O)n(C)c(=O)n(C)c3c12	2
CCOC(=O)Cn1ccc(O)c(Cc2ccc(Cl)cc2Cl)c1=O	0.07
Cc1ccc(C)c(C(=O)c2c(C)nc3sccn23)c1	-0.00078
O=C(Cc1ccc(F)cc1)N(c1ccc(F)cc1)C1C=CS(=O)(=O)C1 (configuration not stated)	1.5
NC(=O)c1cc2ccccc2oc1=NCc1ccccc1	-1.4
O=C(CCCCCCC(=O)Nc1ccccc1)NO	0.13
Cc1ccc2nsnc2c1S(=O)(=O)N(Cc1cc2cccc(C)c2[nH]c1=O)CC1CCCO1 (configuration not stated)	-0.3
Cn1nnc(NC(=O)CSc2ncn[nH]2)n1	-1

More records follow.
Molecule	Cav32 inh
COc1ccc(Cl)cc1NC(=O)CSc1nncn1-c1cccnc1	1
COC(=O)c1cc(OC)c(OC)cc1NC(=O)CN1CCCCC1	0.22
Cc1nnc(N2CCc3ccccc3C2)[nH]c1=O	-0.16
O=C(c1ccco1)N1CCN(S(=O)(=O)c2cccc(C(F)(F)F)c2)CC1	-0.0025
Cc1cccc(-n2c(C)nc3sccc3c2=O)c1	0.16
CCOC(=O)C(=O)Nc1ccccc1C(=O)Nc1ccc(OC)cc1	-0.11
N#CCSc1nc2sc3c(c2c(=O)n1C1CCCCC1)CCCC3	-0.3
CN(C)S(=O)(=O)c1cc(C(=O)NCCCn2ccc3ccccc32)ccc1Cl	-2.7
CCC(C)n1[nH]c(=O)cc1N (configuration not stated)	-0.26
O=P(Cc1cccc[n+]1[O-])(c1ccccc1)c1ccccc1	0.46

(next part)
Molecule	Cav32 inh
COc1cc([C@@H]2c3cc4c(cc3[C@@H](NC3CCN(Cc5ccccc5)CC3)[C@H]3COC(=O)[C@H]23)OCO4)cc(OC)c1O	0.63
CN(C)c1ccc(NC(=O)c2ccncc2)c2ccccc12	0.22
Cc1cccc(Oc2ccccc2N)c1	0.25
COC(=O)c1cc(C#N)c(SCc2ccccc2)nc1C	1.5
COc1cc(NC(=O)CCN2CCN(Cc3ccccc3)CC2)cc(OC)c1	2.7
CCCCOC(=O)Nc1ccc(N2CCOCC2)cc1	0.27
COc1ccc(OCC(=O)N2CCN(C(=O)c3cccc(F)c3)CC2)cc1	0.62
COc1cccc(-c2cc(=O)c3cc(NC(=O)c4ccc(Cl)cc4)ccc3[nH]2)c1	0.081
CCCC(=O)Nc1ccc(C(=O)N2CCCC2)cc1	0.46
CCC(=O)c1cn(CC(=O)NCc2ccco2)c2ccccc12	-0.5

(next part)
Molecule	Cav32 inh
O=C1C2C3c4ccccc4C(c4ccccc43)C2C(=O)N1Cc1cccnc1 (configuration not stated)	0.51
CC(=O)NC12CC3CC(CC(CC(=O)O)(C3)C1)C2	-0.18
COc1ccc(C=Nc2cccc3c(=O)[nH][nH]c(=O)c23)c2ccccc12	0.68
Cc1nnc(SCC(=O)Nc2cccc(C(F)(F)F)c2)n1Cc1ccco1	-2.8
Cc1cccnc1NC(=O)Nc1cccc(C(F)(F)F)c1	-0.35
COc1ccc(N2C(=O)C3CCCN3C2c2ccccc2F)cc1 (configuration not stated)	0.26
O=C(COc1ccc(Cl)cc1)Nc1ccccc1N1CCOCC1	-0.73
c1cc2c(cc1-c1cnc3n1CCC3)OCCO2	-0.82
C=CCOC(=O)C1=C[C@H](c2cn(C(C)=O)c3ccccc23)[C@@H](CCCO)[C@H](OCC)O1	-1.1
CCCN(Cc1cc2cc(OC)ccc2[nH]c1=O)C(=O)c1ccncc1	-0.19

(list continues)
Molecule	Cav32 inh
Cc1nc2c(-c3ccc(F)cc3)c(C)nn2c(N2CCOCC2)c1C	-0.94
Cc1cc(/C=C2/SC(=S)N(c3cccc(Cl)c3)C2=O)c(C)n1-c1cccnc1	-0.26
COc1cccc(N2CCN(C(=O)C3C4C=CC5(CN(Cc6ccccc6Cl)C(=O)C35)O4)CC2)c1 (configuration not stated)	-0.41
O=C(C1CCCN(S(=O)(=O)c2cnc[nH]2)C1)N1CCN(c2ccc(Cl)cc2)CC1 (configuration not stated)	-0.47
Cc1nc(N2CCCCC2)c2sc(=S)n(C)c2n1	0.23
O=C(c1cccnc1NCc1ccccc1)N1CCOCC1	0.04
COc1ccc(C(C)=O)cc1CN1CCCCC1	1.1
COc1cccc(/C(O)=C2/C(=O)C(=O)N(CCCN3CCOCC3)C2c2ccncc2)c1 (configuration not stated)	0.045
Cc1nn(Cc2c(Cl)cccc2Cl)c(C)c1NC(=O)c1sc2ccccc2c1Cl	0.13
O=C(N/N=C/c1ccco1)c1cc(-c2ccccc2)n[nH]1	-0.71

Other compounds follow:
Molecule	Cav32 inh
CN(C)CCCNc1cn[nH]c(=O)c1Cl	0.12
Cc1cc(Cl)cc(Cl)c1OCC(=O)NCc1ccco1	0.3
CN1CCC(OC(=O)C23CCC(C)(C(=O)O2)C3(C)C)CC1 (configuration not stated)	0.67
Nc1ccc(-c2nc3c(Cl)cc(N)cc3[nH]2)cc1	0.42
O=C(Nc1nc(=O)c2ccccc2s1)c1ccc(F)cc1	1.3
Cn1c(=O)c2c(nc(NCC3CCCO3)n2Cc2ccccc2)n(C)c1=O (configuration not stated)	3.2
COc1ccccc1N(CC(=O)NCC1CCCO1)C(=O)CCC(=O)Nc1nccs1 (configuration not stated)	0.0078
O=C(Nc1ccccc1)c1ccc(NCCN2CCOCC2)c(S(=O)(=O)N2CCOCC2)c1	0.54
CCCSCCCNC(=O)c1cc2c(s1)CS(=O)(=O)C2	-0.033
O=C(Oc1cc(-c2ccccc2)no1)c1ccc(F)cc1	-0.013

(continued)
Molecule	Cav32 inh
Cc1c(C(=O)N(Cc2cccs2)C2CCS(=O)(=O)C2)oc2ccccc12 (configuration not stated)	-0.83
CCOC(=O)COc1ccc(C2NC(C(=O)O)CS2)cc1 (configuration not stated)	0.71
CCn1nc(C(=O)Nc2cccc(C(F)(F)F)c2)c(Cl)c1Cl	0.87
O=C(CSc1nnc(Cc2cc(=O)[nH]c(=O)[nH]2)n1-c1ccccc1)NCC1CCCO1 (configuration not stated)	-0.096
O=C1c2sc3nc4n(c(=O)c3c2CCC1Br)CCCCC4 (configuration not stated)	0.28
Cc1ccc(SCCNC(=O)CN(c2ccc3c(c2)OCO3)S(C)(=O)=O)cc1	-2.1
Cc1cc(=O)[nH]c(-n2[nH]c(C)cc2=O)n1	1.1
O=C(NCCN1CCOCC1)C1CCN(c2ncnc3c2sc2cccc(F)c23)CC1	0.074
CCOC(=O)C1=C(C)NC(=O)N(C(C)=O)C1c1ccc(Cl)cc1 (configuration not stated)	-3.2
c1ccc2oc(-c3ccc4nc[nH]c4c3)nc2c1	0.68

The list goes on.
Molecule	Cav32 inh
CN1CCN(C(=O)C23CC4CC(CC(C4)C2)C3)CC1	-0.033
O=C(Cc1c(F)cccc1Cl)Nc1cccnc1	0.5
COCCn1c(SCC(=O)OCc2ccccc2)nc2c1c(=O)[nH]c(=O)n2C	1.1
O=C(CCCN1C(=O)c2ccccc2C1=O)Nc1ccc(S(=O)(=O)N2CCOCC2)cc1	0.51
Fc1ccc2c(c1)C(c1ccc(N3CCOCC3)cc1)=NNC(c1cccs1)=N2	-1.9
CC1(c2nnc(-c3ccc(F)cc3)o2)CC(c2ccccc2)=NO1 (configuration not stated)	-0.8
CC1(OC(=O)CCc2ccccc2)C(=O)C=C2C=C(c3ccc(C#N)cc3)N(C3CCCC3)C=C2C1=O (configuration not stated)	0.047
CCOc1ccc(NC(=O)c2ccccc2OCC(=O)c2ccccc2)cc1	-0.8
COc1cc(NC(=O)COC(=O)[C@@H]2CCCN2S(=O)(=O)c2ccc(Cl)cc2)cc(OC)c1OC	1.5
COc1ccc(CC(C)N2CCN(c3ccccc3OC)CC2)cc1OC (configuration not stated)	0.78

Continued, overlapping the part above by 5 compounds.
Molecule	Cav32 inh
CC1(c2nnc(-c3ccc(F)cc3)o2)CC(c2ccccc2)=NO1 (configuration not stated)	-0.8
CC1(OC(=O)CCc2ccccc2)C(=O)C=C2C=C(c3ccc(C#N)cc3)N(C3CCCC3)C=C2C1=O (configuration not stated)	0.047
CCOc1ccc(NC(=O)c2ccccc2OCC(=O)c2ccccc2)cc1	-0.8
COc1cc(NC(=O)COC(=O)[C@@H]2CCCN2S(=O)(=O)c2ccc(Cl)cc2)cc(OC)c1OC	1.5
COc1ccc(CC(C)N2CCN(c3ccccc3OC)CC2)cc1OC (configuration not stated)	0.78
CCNc1nc(SC(C)C(=O)OC)nc(N2CCOCC2)n1 (configuration not stated)	0.048
Cc1csc(SCC(=O)Nc2cc(S(=O)(=O)N3CCCC3)ccc2Cl)n1	-0.58
O=C(COc1ccc(F)cc1)NC1CC1	0.3
COc1cc(C(=O)Nc2nc(-c3cccs3)cs2)cc(OC)c1OC	0.088
CC1(O)CC(=O)N(c2ccccc2)O1 (configuration not stated)	0.48
CC(C)c1cc(C(=O)NCc2cccnc2)no1	0.077
CCCCC(c1nnnn1CCOC)N1CCN(C(=O)c2ccco2)CC1 (configuration not stated)	-0.079
Cc1ccc(C(=O)Nc2nc3ccccc3n3nnnc23)cc1	-0.24
CC1CN(C2CCN(S(=O)(=O)c3ccccc3)CC2)CC(C)O1 (configuration not stated)	0.16
CCOC(=O)c1c(C)nc2c(c1-c1cc(OC)ccc1OC)C(=O)c1ccccc1-2	0.38

Reprinted from the part before: two compounds, then new ones.
Molecule	Cav32 inh
CC1CN(C2CCN(S(=O)(=O)c3ccccc3)CC2)CC(C)O1 (configuration not stated)	0.16
CCOC(=O)c1c(C)nc2c(c1-c1cc(OC)ccc1OC)C(=O)c1ccccc1-2	0.38
O=C(CCn1nc(-c2ccc(Cl)cc2)ccc1=O)NCc1cccnc1	0.4
COc1cc(C(=O)Nc2ccncc2)cc(OC)c1OC	0.13
COc1ccc(-c2nnn(Cc3nn[nH]n3)n2)cc1OC	1
CC(=O)CC(C)(C)n1nnc(-c2ccccc2)n1	-0.068
O=C(Nc1ccc(Cl)cn1)Nc1ccccc1F	-1.3
COc1ccc(CNC(=O)c2ccc(NC(=O)CC3SC(N4CCCC4)=NC3=O)cc2)cc1 (configuration not stated)	-0.0062
O=c1c2ccccc2oc2nc(C3CCCCC3)n(Cc3ccco3)c(=O)c12	-3.9
Cc1ccc(C(=O)CSc2nnc(-c3ccccc3N)n2C)cc1C	1.3
COc1ccc(NC(=O)CSc2ncnc3c2cnn3Cc2ccccc2)cc1	-0.073
COc1cccc(CN2CCN(CC(=O)Nc3ccccc3Cl)CC2)c1	-0.7
COC(=O)c1ccc(C)c(NC(=O)Cn2cnc3ccccc3c2=O)c1	0.02
CS(=O)(=O)Nc1ccc(N2CCCCC2)c(Cl)c1	0.19

High-throughput results: PubChem, Vanderbilt High Throughput Screening Facility
